# MKP-3 inhibition – inhibition of rat DUSP6 enzyme activity – biochemical, in vitro, primary screen (AID 425); recombinant MKP-3 phosphatase activity, fluorescence; higher % means a stronger effect; one-dose inhibition, % at 20 µM; IC50 in µM for titrated hits; 110,000 tested, 0.17% active; in the data active means inhibition above about 50%;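 further: plate controls were vehicle for no effect and reference inhibitor for full effect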
# Hsp70 inhibitors – Hsp70 inhibitors, probe displacement, primary screen, biochemical, fluorescence polarization (AID 583). Hsp70 fluorescence polarization probe displacement, mP; higher % means a stronger effect. 140,000 tested, 0.06% active. displacement, % at 20 µM, or IC50 in µM where a hit was titrated; in the data active means displacement above about 50%;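 further: plate controls were vehicle for no effect and reference ligand for full effect; a part of the inactive calls stands beside numbers as strong as those of hits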
# Numbers without * were called inactive; . = not tested or not shown; & = joins results of further samples.
SMILES,MKP-3 inhibition,Hsp70 inhibitors
CCN(CC)CCNC(=O)C1CCC(=O)N(c2ccc(OC)cc2)C1c1ccc(F)cc1 (configuration not stated),8%,-2.3%
COC(=O)c1ccsc1NC(=O)C1COc2ccccc2O1 (configuration not stated),-8%,-7.5%
COCCCn1c(Cc2ccccc2)nnc1SCC(=O)N1CCCCC1,2%,0.4%
CC1(C)Oc2ccc(C(=O)N3CCOCC3)cc2N(CC(=O)Nc2ccccc2)C1=O,2%,-0.7%
CCN(CC)c1ccc(NS(=O)(=O)c2cc(Cl)ccc2Cl)cc1,4%,-1.0%
COc1ccc(C2/C(=C(\O)c3ccc(F)cc3)C(=O)C(=O)N2CCCCCC(=O)O)c(OC)c1 (configuration not stated),5%,7.3%
O=C(O)c1cccc(N2C(=O)CC(Nc3ccc(N4CCOCC4)cc3)C2=O)c1 (configuration not stated),7%,1.5%
CC1=C(C(=O)OCc2ccccc2)C(c2cccnc2)n2nnnc2N1 (configuration not stated),.,6.2%
O=C(CSc1nc2ccccc2[nH]1)NCc1ccccc1,-2%,3.8%
COc1ccc(-c2nn(CN3CCOCC3)c(=S)n2-c2ccccc2)cc1,-1%,-0.3%
COc1ccc(OCc2nc(N)nc(Nc3ccccc3OC)n2)cc1,.,1.2%
CCCSC1=C(C#N)C(c2ccc(Cl)cc2Cl)CC(=O)N1 (configuration not stated),.,-2.5%
COC(=O)CSc1nnnn1-c1ccccc1,1%,4.8%
COC(=O)CC1=C(C(=O)OC)C(c2cccs2)C(C#N)=C(N)O1 (configuration not stated),-9%,14%
Cc1cccc(N2C(=O)NC3(CCCCC3)C2=O)c1,.,1.3%
COc1ccccc1Cc1nc(-c2ccc(Br)o2)no1,-5%,-3.3%
O=C(N=Nc1c(O)[nH]c(=O)[nH]c1=O)c1cncc(Br)c1,-3%,-0.6%
CCOC(=O)c1c(C)nc(-c2ccccc2)nc1NC(=O)C(C)C,2%&4%,5.6%&-1.2%
COc1ccc(-c2noc(CCC(=O)NCc3cccnc3)n2)cc1OC,-1%,2.5%
Cc1cccc(CSc2ncnc3c2cnn3Cc2ccccc2)c1,.,10%
O=C1C2CCCN2C(c2cccs2)N1c1ccc(Cl)cc1 (configuration not stated),-4%,-3.1%
CCC1CCCCN1S(=O)(=O)c1ccc(S(=O)(=O)N2CCN(S(=O)(=O)CC)CC2)cc1 (configuration not stated),2%,5.6%
CCCn1c(CN(C)Cc2ccccc2)nc2c1c(=O)n(C)c(=O)n2C,.,0.2%
COc1ccccc1OCCSc1nc2ccccc2n1CCC(=O)O,0%,6.3%
Nc1nnc(SCc2ccc([N+](=O)[O-])cc2)s1,-1%,3.7%
COc1c(Cl)cc(Cl)cc1/C=N/n1cnnc1,-12%,-3.8%
O=C(NCCc1ccccn1)c1n[nH]c(=O)c2ccccc12,-10%,1.7%
O=C(NCc1ccccn1)C1CCN(S(=O)(=O)c2cccs2)CC1,-9%,-3.6%
Cc1ccc(C2CC(=O)N3CN(Cc4ccco4)CSC3=C2C#N)cc1 (configuration not stated),-9%,1.8%
COc1ccc(C2/C(=C(/O)c3ccccc3)C(=O)C(=O)N2c2ccccn2)c(OC)c1 (configuration not stated),.,2.3%

# Five entries from above, arranged by their value in MKP-3 inhibition, ascending:
SMILES,MKP-3 inhibition,Hsp70 inhibitors
COc1c(Cl)cc(Cl)cc1/C=N/n1cnnc1,-12%,-3.8%
O=C(NCCc1ccccn1)c1n[nH]c(=O)c2ccccc12,-10%,1.7%
O=C1C2CCCN2C(c2cccs2)N1c1ccc(Cl)cc1 (configuration not stated),-4%,-3.1%
Nc1nnc(SCc2ccc([N+](=O)[O-])cc2)s1,-1%,3.7%
CCC1CCCCN1S(=O)(=O)c1ccc(S(=O)(=O)N2CCN(S(=O)(=O)CC)CC2)cc1 (configuration not stated),2%,5.6%

# Later entries
SMILES,MKP-3 inhibition,Hsp70 inhibitors
Cc1ccc(C(=O)Nc2cccc(Cl)c2)o1,4%,4.6%
N#CC1(c2ccccc2)CCCN1C(=O)c1ccccc1Cl (configuration not stated),.,7.1%
Cc1ccc(S(=O)(=O)N2CCC(C(=O)NCCc3ccccc3)CC2)cc1,.,-1.8%
COc1ccc(NC(=O)CCc2ccccc2)cc1,1%,1.6%
COC(=O)c1ccc(CSc2nnc(SCc3ccc(C(=O)OC)o3)s2)o1,.,1.6%
CC(=O)Nc1nonc1NC(=O)CSc1ncn[nH]1,6%,6.6%
COc1ccc(C2/C(=C(\O)c3ccc4c(c3)OCCO4)C(=O)C(=O)N2CCCN(C)C)c(OC)c1 (configuration not stated),-11%,5.2%
CCCC(=O)Nc1ccc(NC(=O)c2ccccc2Cl)nc1,-5%,-0.1%
Cc1nnc2nc(-c3cccc(Cl)c3Cl)[nH]n12,5%,1.8%
Cc1cc(NC(=O)C23CCC(C)(c4nc5cc(Cl)c(Cl)cc5nc42)C3(C)C)no1 (configuration not stated),-7%,-1.9%
CCC(=O)Nc1ccc(N2CCN(C(=O)c3ccccc3C)CC2)cc1,-10%,-4.6%
Cc1ccc(Br)cc1S(=O)(=O)N1CCN(Cc2ccccc2)CC1,-1%,0.2%
CC1CCc2nn(CC(=O)NCc3ccco3)cc2C1 (configuration not stated),-16%,4.6%
COC(=O)c1ccccc1NC(=O)CNC(=O)c1ccco1,-15%,1.6%
COc1ccc(/C=C2\C(=O)NC(=S)N(c3cccc(Br)c3)C2=O)cc1[N+](=O)[O-],3%,0.5%
N#Cc1c2nc[nH]c(=O)c2c2n1CCC2,0%,3.3%
COC(=O)N/N=C(\C)c1ccc(Br)cc1,.,5.8%
Cn1c(SCc2nc3ccccc3s2)nnc1-c1cccs1,-6%,-4.4%
C=C(C)CNC(=S)NNC(=O)CCn1c2ccccc2c2ccccc21,0%,3.9%
CCOc1ccc(NC(=S)NC(NC(=O)c2cc(OC)c(OC)c(OC)c2)C(Cl)(Cl)Cl)cc1 (configuration not stated),5%,2.0%
Cc1cc(C)cc(NC(=O)c2cccc(NC(=O)C3C4CC5OC(=O)C3C5C4)c2)c1 (configuration not stated),.,6.6%
CC(C)(C)c1nc(SCC(=O)Nc2ccc(N3CCOCC3)cc2)c2ccccc2n1,.,9.7%
CCOC(=O)C(=O)Nc1ccc(C(N)=O)cc1,3%,-0.8%
Cc1ccc(/C=N/NC(=O)c2cc(C3CC3)[nH]n2)cc1,0%,-1.6%
CCC1(C)CC(c2csc(N)n2)CCO1 (configuration not stated),-6%,0.4%
O=c1c(O)cccc2cc(O)c(O)c(O)c12,29µM*,.
CCc1ccc(C(=O)NCc2cccs2)s1,-3%,0.4%
Cc1cc(NC(=O)c2cnc3ccccn3c2=O)no1,-1%,2.0%
Cn1c(=O)[nH]c(=O)c2c1nc(NC1CCCCC1)n2CCO,-5%,1.0%
O=C(NCc1cccnc1)c1cc2nc(-c3ccc(Cl)cc3)cc(C(F)(F)F)n2n1,4%,-1.9%

# Compound profiles, as listed above.
# Listed for O=C(NCc1cccnc1)c1cc2nc(-c3ccc(Cl)cc3)cc(C(F)(F)F)n2n1 : MKP-3 inhibition = 4%; Hsp70 inhibitors = -1.9%
# Listed for CCc1ccc(C(=O)NCc2cccs2)s1 : MKP-3 inhibition = -3%; Hsp70 inhibitors = 0.4%

# Continuation.
SMILES,MKP-3 inhibition,Hsp70 inhibitors
CCn1c(/C=C/c2ccc([N+](=O)[O-])o2)nc2ccccc2c1=O,.,-1.1%
Cc1nc(N2CCN(Cc3ccccc3)CC2)[nH]c(=O)c1C,-13%,-1.1%
COc1ccc(C(=O)N(CN2CCCC2=O)c2ccccc2OC)cc1OC,4%,-2.1%
O=C(O)c1ccc(N2C(=O)CC(SC(=Nc3ccccc3)Nc3ccccc3)C2=O)cc1 (configuration not stated),0%,6.7%
O=C(c1ccncc1)N1CCN(Cc2ccc(F)cc2)CC1,4%,-5.6%
CCOc1ccc(NC(=O)CSc2nc3ccccc3c(=O)n2CCCC(=O)N2CCCC2)cc1,.,1.5%
C=CCOc1ccc(/C(O)=C2/C(=O)C(=O)N(CCN3CCOCC3)C2c2ccc(C)cc2)cc1 (configuration not stated),6%,7.1%
O=[N+]([O-])c1cccc(CN2CCN(Cc3cccnc3)CC2)c1,0%,-4.8%
Cc1cccc(N2CCN(C(=O)CCCn3c(=S)[nH]c4cc5c(cc4c3=O)OCO5)CC2)c1C,2%,6.6%
CS(=O)(=O)c1nc(-c2ccccc2)cc(C(F)(F)F)n1,3%,1.1%
COCC(=O)Nc1nnc(COc2ccccc2)s1,-6%,-1.3%
CCOC(=O)c1ccc(CNC(=O)c2cc(C(C)(C)C)oc2C)o1,2%,4.6%
CC1CCCN(C(=S)NCCc2ccccc2)C1 (configuration not stated),.,-3.7%
C1CCC(NC2=NCCC2)CC1,.,-2.1%
O=C1CC(Cc2ccc(Cl)cc2)C(=O)N1C1CCCCC1 (configuration not stated),1%,-6.2%
CC1CN(S(=O)(=O)c2ccc(C(=O)Nc3sc4c(c3C(N)=O)CCN(C)C4)cc2)CC(C)O1 (configuration not stated),-13%,-16%
O=C(Nc1ccccn1)c1ccc2c(c1)OCO2,0%,-4.1%
CN(Cc1ccccc1)c1nc2c(c(=O)[nH]c(=O)n2C)n1CCCSc1ncccn1,3%,1.8%
CSCC[C@H](NC(=O)OC(C)(C)C)c1nnc(SCc2ccccc2)o1,-1%,-1.1%
CCOC(=O)c1c(NC(=O)c2ccc(OC)cc2)sc(C(C)=O)c1C,0%,2.3%
CCCCc1nnc(NC(=O)CN2C(=O)/C(=C/c3ccccc3Cl)SC2=S)s1,1%,-6.0%
Cc1ccc2c(c1)NC(c1ccc(F)cc1)C1=C(CC(c3ccccc3)CC1=O)N2 (configuration not stated),2%,2.2%
COC(=O)c1ccc(/C=C/C(=O)c2cccc([N+](=O)[O-])c2)cc1,3%,-3.4%
COc1cc(/C=C/c2ccc([N+](=O)[O-])cc2[N+](=O)[O-])ccc1O,6%,-7.3%
Clc1ccc(-c2ccc(/C=N/Nc3nc4ccccc4s3)o2)cc1,0%,0.7%
CC1=NN(c2ccc(C(=O)O)cc2)C(=O)/C1=C\c1cccs1,2%,4.2%
CCOC(=O)CSc1nnc(-c2ccncc2)n1-c1ccccc1,2%,-4.5%
COc1cccc(NC(=O)C(C)Oc2ccc(Cl)cc2Cl)c1 (configuration not stated),3%,-1.7%
COc1cc(/C=N/Nc2nc(N3CCOCC3)nc(N3CCOCC3)n2)cc(OC)c1,-1%,-3.6%
CCOCCOC(=O)c1ccc(NC(=O)COc2ccc([N+](=O)[O-])cc2)cc1,3%,-1.3%
CCCn1c(C(C)NC(C)=O)nc2ccccc21 (configuration not stated),-2%,-6.6%
CSc1ccccc1C(=O)N1CCOCC1,-6%,2.0%
COc1ccc(S(=O)(=O)N2CCC(C(=O)N3CCOCC3)CC2)cc1,-13%,8.1%
CN(C)CCNC(=O)COc1cccc2ccccc12,1%,-4.5%
CN(c1ccc(C(=O)Nc2cccnc2)cc1)S(=O)(=O)c1ccccc1,3%,2.1%
CC(C)c1ccc(OCCOc2ncnc3ccccc23)cc1,-2%,3.8%
Cc1c(NC(=O)CSc2ccccc2C(=O)Nc2cccnc2)c(=O)n(-c2ccccc2)n1C,-13%,2.7%
CCN(Cc1ccccc1)C(=O)Cc1ccc(Cl)cc1,-2%,-1.5%
CC1C(c2ccccc2)NC(c2ccccc2)C(C)C1O (configuration not stated),0%,1.1%
COc1ccc(/C=C2/C(=O)N(c3ccccc3)N=C2c2ccccc2)c(OC)c1,0%,3.1%
C/C(=C\C(=O)c1ccc(Cl)cc1)Nc1ccc(Br)c(Cl)c1,6%,-2.0%
Cc1cccc(NC(=O)C(NS(=O)(=O)c2ccc3c(c2)CCC(=O)N3)c2ccccc2)n1 (configuration not stated),-9%,8.2%
CCOC(=O)C1=C(C)NC(C)=C(C(=O)OCC)C1c1cc2ccc(C)cc2[nH]c1=O,5%,0.2%
COc1cccc(C2C(C#N)=C(N)OC(C(C)(C)C)=C2C#N)c1 (configuration not stated),-7%,0.8%
CC1CN(C2CCN(C(=O)COc3ccccc3)CC2)CC(C)O1 (configuration not stated),-7%,3.3%
CN(C)CCN1C(=O)C(=O)/C(=C(/O)c2ccccc2)C1c1ccc(N(C)C)cc1 (configuration not stated),1%,-2.2%
CCOC(=O)C(NCc1ccc2c(c1)OCO2)(NC(=O)CC)C(F)(F)F (configuration not stated),-16%,-2.4%
COc1ccc(C2C(C(=O)Nc3ccc(F)cc3)=C(C)Nc3nc(CCCO)nn32)cc1 (configuration not stated),2%,.
COc1ccc(/C(N)=N/OC(=O)CSc2ccc(C)cc2)cc1OC,.,-0.9%
CCN(C(=O)c1cc(OC)c(OC)cc1[N+](=O)[O-])c1ccccc1,0%,-1.5%
Cc1nc2ccccc2c(=O)n1NC(=O)c1ccc(F)cc1Cl,2%,2.7%

# MKP-3 inhibition, entries above that show a hit.
SMILES,MKP-3 inhibition,Hsp70 inhibitors
O=c1c(O)cccc2cc(O)c(O)c(O)c12,29µM*,.

# Quoted from the listing.
# CN(C)CCN1C(=O)C(=O)/C(=C(/O)c2ccccc2)C1c1ccc(N(C)C)cc1 (configuration not stated) in Hsp70 inhibitors shows -2.2%
# CCN(C(=O)c1cc(OC)c(OC)cc1[N+](=O)[O-])c1ccccc1 in Hsp70 inhibitors shows -1.5%
# COc1ccc(C2C(C(=O)Nc3ccc(F)cc3)=C(C)Nc3nc(CCCO)nn32)cc1 (configuration not stated) in MKP-3 inhibition shows 2%

# From PubChem

# Some of the compounds tested, so the mix of outcomes need not match the whole.
